# M1 PAM: human M1 muscarinic receptor positive allosteric modulators, primary screen, CHO-K1 cells, Fluo-8 calcium fluorescence, 1536-well. Muscarinic acetylcholine receptor M1 (Homo sapiens), P11229. CHO-K1 hM1, ACh EC20; 0% = ACh EC20, 100% = maximal ACh. activation, % at 3 µM. actives 0.088% (n = 360,000). AID 588819, 2011; in the data active means activation above about 19%, passing the limit was not always enough
# Target sequence (P11229 whole entry, looked up): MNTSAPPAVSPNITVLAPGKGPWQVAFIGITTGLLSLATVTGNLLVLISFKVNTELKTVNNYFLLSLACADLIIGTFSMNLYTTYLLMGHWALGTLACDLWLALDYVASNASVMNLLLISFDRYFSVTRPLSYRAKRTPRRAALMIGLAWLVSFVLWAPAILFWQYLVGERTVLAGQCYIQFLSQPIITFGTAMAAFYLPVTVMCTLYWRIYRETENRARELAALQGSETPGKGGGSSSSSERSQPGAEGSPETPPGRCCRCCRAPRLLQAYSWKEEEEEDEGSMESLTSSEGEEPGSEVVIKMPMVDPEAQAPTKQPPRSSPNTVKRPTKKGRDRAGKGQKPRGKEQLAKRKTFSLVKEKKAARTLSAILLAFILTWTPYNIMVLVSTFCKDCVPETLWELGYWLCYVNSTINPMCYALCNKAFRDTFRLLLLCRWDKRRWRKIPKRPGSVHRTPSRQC
# CHRM1 antagonist: human M1 muscarinic receptor antagonists, primary screen, CHO-K1 cells, Fluo-8 calcium fluorescence, 1536-well; actives 1.3% (n = 360,000); inhibition, % at 3 µM; CHO-K1 hM1, ACh EC80 antagonist; Muscarinic acetylcholine receptor M1 (Homo sapiens), P11229;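 active means percent inhibition above its own plate's cutoff, namely the mean of that plate's compound wells plus 3 SD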;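 further: peak over basal fluorescence ratio during 140 s after agonist addition; 0% = ACh EC80 plus DMSO and 100% = DMSO alone without agonist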
# TAAR1 agonist: human TAAR1 agonists, primary screen, Fluo-8 calcium fluorescence, CHO RD-HGA16 cells; activation, % at 3 µM; Trace amine-associated receptor 1 (Homo sapiens), Q96RJ0; AID 624467, 2012; vehicle wells 0%, saturating PEA agonist 100%; actives 0.99% (n = 360,000);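 active means activation above the mean activation of all test compounds in the run plus 3 SD, cut at about 38% in these data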
# Target sequence (Q96RJ0 whole entry, looked up): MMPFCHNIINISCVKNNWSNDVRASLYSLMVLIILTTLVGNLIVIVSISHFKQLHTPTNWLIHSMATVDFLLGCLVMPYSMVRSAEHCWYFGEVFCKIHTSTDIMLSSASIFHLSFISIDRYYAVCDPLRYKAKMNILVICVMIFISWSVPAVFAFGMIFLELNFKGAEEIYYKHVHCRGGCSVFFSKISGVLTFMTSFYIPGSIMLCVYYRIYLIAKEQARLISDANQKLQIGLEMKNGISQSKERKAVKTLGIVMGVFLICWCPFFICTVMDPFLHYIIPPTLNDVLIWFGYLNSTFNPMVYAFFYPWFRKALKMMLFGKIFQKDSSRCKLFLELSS
#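 Signal – calcium-sensitive Fluo-8 signal, excitation 470-495, emission 515-575 nm · System – RD-HGA16 (CHO) cells co-expressing Gα16 and hTAAR1 · Incubation – 17-24 h seeding, 75 min 37 °C dye, 30 min RT · Compound dosing – 3 µM single concentration · Repeats – no replicates (n 1)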
# M4 antag: human M4 muscarinic receptor antagonists, primary screen, CHO cells, Fluo-8 calcium fluorescence; Muscarinic acetylcholine receptor M4 (Homo sapiens), P08173; actives 0.73% (n = 360,000); AID 624125, 2012; inhibition, % at 3 µM; CHO-hM4 cells, ACh EC80;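 active means inhibition above its plate's cutoff, the mean inhibition of sample wells plus 3 SD, cut at about 27% in these data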;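 further: 0% = acetylcholine EC80 with DMSO and 100% = DMSO without agonist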
# M5 antag: human M5 muscarinic receptor antagonists, primary screen, CHO cells, Fluo-8 calcium fluorescence; Muscarinic acetylcholine receptor M5 (Homo sapiens), P08912; CHO-hM5 cells, ACh EC80; AID 624040, 2012; inhibition, % at 3 µM; actives 0.59% (n = 360,000);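 active means inhibition above a per-plate cutoff, the mean of that plate's test compounds plus 3 SD, cut at about 27% in these data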;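 further: 0% = acetylcholine EC80 with DMSO and 100% = DMSO without agonist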
# CHRM1 agonist: human M1 muscarinic receptor agonists, primary screen, Fluo-8 calcium fluorescence, CHO-K1 cells, HTS. CHO-K1 hM1, agonist mode; 0% DMSO, 100% acetylcholine EC100. actives 0.33% (n = 360,000). activation, % at 3 µM. AID 588814, 2011;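 active means activation above the run's mean compound activation plus 3 SD, cut at about 16% in these data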;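 further: peak over basal fluorescence ratio within a 140 s kinetic read after compound addition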
# M4 ag: human M4 muscarinic receptor agonists, primary screen, CHO-K1 cells, Fluo-8 calcium fluorescence; CHO-K1 hM4/Gqi5; vehicle 0%, full acetylcholine response 100%; actives 0.14% (n = 360,000); Muscarinic acetylcholine receptor M4 (Homo sapiens), P08173; activation, % at 3 µM;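 active means activation above the run mean over all test wells plus 3 SD, cut at about 32% in these data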;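 further: peak over basal fluorescence ratio per well then scaled between controls; 0% = DMSO wells and 100% = acetylcholine at EC100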
# M5 ag: human M5 muscarinic receptor agonists, primary screen, CHO-K1 cells, Fluo-8 calcium fluorescence | Muscarinic acetylcholine receptor M5 (Homo sapiens), P08912 | CHO-K1 hM5 cells; 0% DMSO wells, 100% maximal acetylcholine response | activation, % at 3 µM | actives 0.19% (n = 360,000) | AID 624037, 2012;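 active means activation above the run's mean over test compounds plus 3 SD, cut at about 23% in these data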;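 further: signal is peak over basal fluorescence ratio across the kinetic read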
# M5 PAM: human M5 muscarinic receptor positive allosteric modulators, primary screen, CHO-K1 cells, Fluo-8 calcium fluorescence | CHO-K1 hM5, ACh EC20 PAM; 0% = ACh EC20, 100% = ACh EC100 | activation, % at 3 µM | actives 0.3% (n = 360,000) | AID 624038, 2012;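 active means activation above the run cutoff, the mean activation of all test compounds plus 3 SD, cut at about 18% in these data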
#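 Assay system – human M5 receptor in CHO-K1 cells · Read-out – % activation, ACh-normalized · Technique – Fluo-8 calcium fluorescence · Dosing – single-point, 3 µM nominal · Incubation – Fluo-8 loading 80 min at 37 °C plus 30 min room temperature · Repeats – singlicate, one well per test compound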
# * hit, by the source's call. An excerpt (hit frequency here may not be typical).
SMILES,M1 PAM,CHRM1 antagonist,TAAR1 agonist,M4 antag,M5 antag,CHRM1 agonist,M4 ag,M5 ag,M5 PAM
COc1ccccc1N(C(=O)Cn1nnc2ccccc21)C(C(=O)NCc1ccco1)c1ccc(C)o1 (stereo not drawn),2,-29,20,-10,1,2,5,6,-3
c1ccc(OCCOc2ccccc2-c2nnco2)cc1,-5,-4,5,-5,8,-5,1,-7,3
O=C(NC1CCCCC1)C(c1ccc(F)cc1)N(Cc1ccc2c(c1)OCO2)C(=O)c1cnsn1 (stereo not drawn),3,-13,1,-10,12,-5,0,-2,-2
Cc1ccnc(NC(=O)c2ccc(NC(=O)CC3SC(N4CCCC4)=NC3=O)cc2)c1 (stereo not drawn),10,-7,0,-4,13,-3,1,2,-1
Cc1cc(CN2CCOCC2)c(O)c(C2(C)CCCCC2)c1,6,-24,21,-3,-3,-4,0,-2,-4
C/C(=N\NC(=O)c1cccc(Br)c1)c1ccccn1,8,-14,1,-11,-1,-3,2,-3,1
CCOC(=O)N1CCc2c(sc(NC(=O)CN3CCOCC3)c2C(=O)Nc2ccccc2)C1,4,0,5,-4,14,-3,6,4,-9
COc1ccc(CNC(=O)CN(C2CCCCC2)S(C)(=O)=O)cc1,11,-13,-1,-5,-3,-5,2,-3,7
O=C(/C=C/c1ccco1)N1CCN(c2ccccc2)CC1,4,2,3,1,-2,-4,1,-1,-8
Cc1cc(=O)oc2c(C)c(OCC(=O)N3CCN(c4ccc(F)cc4)CC3)ccc12,8,-16,-1,-5,2,-1,5,0,-4
O=C(Nc1ccccn1)C1CCN(S(=O)(=O)c2ccc3c(c2)OCCO3)CC1,9,-9,5,3,3,-6,1,-2,-2
CCC1=[N+](C)c2cccc3cccc(c23)N1C,-1,-2,0,-1,2,-15,1,-4,-3
COc1ccc2c(c1)C(NC(=O)C(F)(F)F)CC2=O (stereo not drawn),2,1,13,1,4,-1,1,2,-6
CS(=O)(=O)c1ccc2nc(NC(=O)c3cc([N+](=O)[O-])cc([N+](=O)[O-])c3)sc2c1,9,-16,6,-8,-4,-2,2,3,3
CC(=O)N1CCC(N(CCN2CCOCC2)C(=S)Nc2ccc(C)cc2C)CC1,5,-4,1,-5,1,-3,1,3,5
COc1ccc(NC(=O)/C=C/C(=O)O)c([N+](=O)[O-])c1,6,-4,1,5,2,0,1,1,1
Cc1ccc(NC(=O)CCN2C(=O)C3C4CCC(C4)C3C2=O)cc1Cl (stereo not drawn),4,-8,3,-13,-18,-2,5,-2,0
CCOc1ccc(OCC)c(NC(=O)C2CCCN(c3ncccn3)C2)c1 (stereo not drawn),10,-5,2,-3,12,-6,3,1,-5
C=CCn1c(O)c(N=Nc2ccccc2O)c2ccccc21,-4,13,6,6,14,-2,9,11,-6
O=c1n(Cc2ccccc2Cl)nc2n1-c1ccccc1SC2,1,4,1,-13,6,-5,0,-7,0
CSc1nc(N)c(C#N)c(-c2ccccc2Cl)c1C#N,6,-2,57*,5,-4,2,7,5,1
C=CCNC(=O)c1c(CSc2ccc(F)cc2)noc1C(=O)NCCC,8,-14,-1,4,5,-5,-1,-1,-4
Cc1cc(=O)oc2cc(NC(=O)c3cccc(S(C)(=O)=O)c3)ccc12,11,-6,-2,-21,5,3,2,0,5
COc1cc(C(=O)N/C(=C\c2cn(C)c3ccccc23)C(=O)NCCCn2ccnc2)cc(OC)c1OC,5,1,0,2,9,-4,1,-4,-2
COc1ccccc1CNC(=O)c1cc(S(=O)(=O)N2CCCC2)cn1C,2,-2,18,-4,3,-3,3,0,-2
COCCNC(=S)Nc1ccc(Cl)c(Cl)c1,2,-1,10,-4,0,-4,7,3,-10
CCN1CCN(Cc2ccc(NC(=O)c3cc(NC(=O)c4cnn(-c5ccccc5)c4N)cc(OC)c3)cc2C(F)(F)F)CC1,-8,20,6,4,8,-7,2,-5,2
CSc1ccccc1C(=O)NC1CCCN(c2ccc(C(F)(F)F)cn2)C1 (stereo not drawn),0,2,-2,-3,-10,-4,2,-4,0
O=S(=O)(c1ccc(F)cc1)N1CCN(S(=O)(=O)c2cccs2)CC1,2,3,1,3,0,-1,1,0,1
O=C(CN(c1ccccc1)S(=O)(=O)c1ccccc1[N+](=O)[O-])Nc1cccnc1,16,-11,2,-10,2,-3,2,-2,2

# Reformatted: 15 of the compounds above.
# The line under a structure holds: M1 PAM, CHRM1 antagonist, TAAR1 agonist, M4 antag, M5 antag, CHRM1 agonist, M4 ag, M5 ag, M5 PAM
COc1ccc(NC(=O)/C=C/C(=O)O)c([N+](=O)[O-])c1
 : 6, -4, 1, 5, 2, 0, 1, 1, 1
Cc1ccc(NC(=O)CCN2C(=O)C3C4CCC(C4)C3C2=O)cc1Cl (stereo not drawn)
 : 4, -8, 3, -13, -18, -2, 5, -2, 0
CCOc1ccc(OCC)c(NC(=O)C2CCCN(c3ncccn3)C2)c1 (stereo not drawn)
 : 10, -5, 2, -3, 12, -6, 3, 1, -5
C=CCn1c(O)c(N=Nc2ccccc2O)c2ccccc21
 : -4, 13, 6, 6, 14, -2, 9, 11, -6
O=c1n(Cc2ccccc2Cl)nc2n1-c1ccccc1SC2
 : 1, 4, 1, -13, 6, -5, 0, -7, 0
CSc1nc(N)c(C#N)c(-c2ccccc2Cl)c1C#N
 : 6, -2, 57*, 5, -4, 2, 7, 5, 1
C=CCNC(=O)c1c(CSc2ccc(F)cc2)noc1C(=O)NCCC
 : 8, -14, -1, 4, 5, -5, -1, -1, -4
Cc1cc(=O)oc2cc(NC(=O)c3cccc(S(C)(=O)=O)c3)ccc12
 : 11, -6, -2, -21, 5, 3, 2, 0, 5
COc1cc(C(=O)N/C(=C\c2cn(C)c3ccccc23)C(=O)NCCCn2ccnc2)cc(OC)c1OC
 : 5, 1, 0, 2, 9, -4, 1, -4, -2
COc1ccccc1CNC(=O)c1cc(S(=O)(=O)N2CCCC2)cn1C
 : 2, -2, 18, -4, 3, -3, 3, 0, -2
COCCNC(=S)Nc1ccc(Cl)c(Cl)c1
 : 2, -1, 10, -4, 0, -4, 7, 3, -10
CCN1CCN(Cc2ccc(NC(=O)c3cc(NC(=O)c4cnn(-c5ccccc5)c4N)cc(OC)c3)cc2C(F)(F)F)CC1
 : -8, 20, 6, 4, 8, -7, 2, -5, 2
CSc1ccccc1C(=O)NC1CCCN(c2ccc(C(F)(F)F)cn2)C1 (stereo not drawn)
 : 0, 2, -2, -3, -10, -4, 2, -4, 0
O=S(=O)(c1ccc(F)cc1)N1CCN(S(=O)(=O)c2cccs2)CC1
 : 2, 3, 1, 3, 0, -1, 1, 0, 1
O=C(CN(c1ccccc1)S(=O)(=O)c1ccccc1[N+](=O)[O-])Nc1cccnc1
 : 16, -11, 2, -10, 2, -3, 2, -2, 2

# Further compounds follow:
SMILES,M1 PAM,CHRM1 antagonist,TAAR1 agonist,M4 antag,M5 antag,CHRM1 agonist,M4 ag,M5 ag,M5 PAM
O=C(Nc1nccs1)C1CC2CCC1C2 (stereo not drawn),1,-3,14,-13,-4,-4,1,-1,-4
O=C(CNC(=O)c1ccc(Cl)cc1Cl)OCc1ccccc1,-3,8,-1,4,-9,-3,0,-4,0
COc1cc(C=Nc2ccccc2C(=O)Nc2ccccc2)cc(OC)c1OC,6,-2,3,-13,-2,-3,6,2,-1
Cc1ccc(N2C(=O)N(CC(=O)Nc3ccc(C)cc3Cl)C(=O)C2C)cc1 (stereo not drawn),2,-8,-1,-6,5,-3,0,-2,-1
O=C(NCCOC(=O)c1ccc(F)cc1)c1ccc(F)cc1,7,-11,2,-1,8,0,2,-1,-2
Cc1cccc(NC(=O)c2ccco2)c1C(=O)O,13,-15,0,-2,-3,3,0,4,6
CCCCc1nc2c(C)c(N)cnc2n1Cc1cccc([N+](=O)[O-])c1,-9,13,-2,11,10,-9,1,-7,-5
COc1c(F)c(F)c(C(=O)Nc2ccc(NC(=O)Cc3ccccc3)cc2)c(F)c1F,13,-15,1,-1,1,-1,1,3,7
CCN1C2=C(C(=O)CCC2)C(c2ccc(O)cc2)C2=C1CCCC2=O,14,-12,1,1,-4,-3,0,1,1
CC(=O)c1ccc(NCC(=O)N2CCN(c3ccccc3)CC2)cc1,1,-16,16,1,3,-2,1,1,-5
CCOC(=O)CSC1=NC(=O)/C(=C/c2ccc(Br)cc2)S1,-10,21,2,-5,8,-2,2,0,-6
N#Cc1cc2c([nH]c1=O)CCCC2,10,-17,1,2,7,-1,0,-4,0
Cc1cc(C(C)(C)C)cc(C)c1COC(=O)C1CCC(=O)N1 (stereo not drawn),3,-4,8,8,2,-2,2,-2,4
Cc1cc(/C=C(\C#N)C(=O)NCc2ccco2)c(C)n1-c1cccnc1,2,-9,3,-6,5,-2,6,-2,0
CC(/C=N/NC(=O)CN1CCN(Cc2ccc(Cl)cc2)CC1)=C\c1ccco1,7,-9,1,-9,0,-1,1,0,1
O=C(CSc1nc2cc(S(=O)(=O)N3CCOCC3)ccc2o1)Nc1c(F)cccc1F,11,-13,4,-2,-2,-1,3,0,3
Cn1c(-c2ccccc2)cnc1NCc1cc(Cl)ccc1O,-13,-6,10,-1,5,-9,1,-18,-11
COc1ccc(Br)cc1/C=N/n1c(C)nc2ccccc2c1=O,10,-12,4,-3,1,0,1,-3,0
CCN(C(=O)COC(=O)c1[nH]c(C)c(C(C)=O)c1C)c1c(N)n(Cc2ccccc2)c(=O)[nH]c1=O,14,-12,4,-12,-1,-2,0,2,4
CCOc1ccc(NS(=O)(=O)c2cnc(Cl)c(Cl)c2)cc1,4,-10,9,-1,3,-6,0,-4,-7
Cc1ccsc1C(=O)OCC(=O)Nc1sccc1C(N)=O,0,-2,42*,-5,4,3,14,7,-10
CCN1CCN(C(=O)C2CCN(C(=O)Nc3ccccc3)CC2)CC1,1,2,8,-3,2,-8,1,-1,-1
Cc1ccc(OCC(=O)NNC(=O)c2ccc(NC(=O)C3CC3)cc2)c(C)c1,2,-7,0,-4,-2,-4,2,-2,4
COc1ccc(O)c(CNn2c(-c3ccc(Br)cc3)nc3ccccc3c2=O)c1,-5,12,1,5,9,-4,4,-2,-2
Cc1ccc2nc(NC(=O)COC(=O)c3ccccn3)sc2c1,1,6,8,8,-4,-3,0,-2,0
Fc1ccc(NC(=S)N2CCCc3ccccc32)cc1,1,-4,8,4,0,-2,2,-1,-4

# Compound activity as filed in PubChem.
